# Bcl-B displacement: displacers of TR3 peptide from Bcl-B, primary screen, selectivity assay for Bfl-1 inhibitor project, biochemical, fluorescence polarization; AID 748; displacement, % at 20 µM; hits with a dose series show IC50 in µM; 0.11% of 96,000 active; FP displacement of FITC-TR3 peptide from Bcl-B; higher % means a stronger effect;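 active = displacement above 50% at 20 µM plus a fluorescence interference ratio under 1.5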;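 also: plate controls were wells without compound for no effect and wells lacking Bcl-B protein for full effect; a part of the inactive calls stands beside numbers as strong as those of hits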
# MRP resist rev: reverses drug resistance mediated by MRP | 0.04% of 85,000 active | AID 602 | H69AR cells + 2 uM doxorubicin, CellTiter-Glo, 72 h | differential viability (reversal), % at 10 µM;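 active = viability drop by adding the cancer drug above about 55%, with treated viability meeting a 40% cutoff, limit read from the data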;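 also: viability without doxorubicin minus viability with 2 µM doxorubicin for each compound; larger differential means the compound sensitizes cells more to doxorubicin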
# IL1B NFkB inh: blocks IL-1B driven NFkB nuclear translocation in HUVEC cells; HUVEC IL-1B NFkB p65 nuclear translocation imaging; inhibition, % at 2 µM; 0.43% of 94,000 active; AID 796;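 active = inhibition above about 30% together with a positive call from visual inspection of the well image, limit read from the data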;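 also: nuclear over cytoplasmic p65 intensity ratio measured by imaging; 0% = IL-1B stimulated DMSO wells and 100% = unstimulated DMSO wells; values of inactives mirror those of a sister screen read the other way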
# NFkB transloc pot: enhances IL-1B driven NFkB nuclear translocation. HUVEC IL-1B NFkB p65 nuclear translocation imaging. activation, % at 2 µM. 0.3% of 94,000 active. AID 819;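 active = activation above 40%, about the mean plus 3 SD, also judged a hit on visual image review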;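 also: percent activation is computed from the nuclear over cytoplasmic p65 intensity ratio; values of inactives mirror those of a sister screen read the other way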
# PLAP inhibition: PLAP enzyme inhibitors, biochemical, luminescence, HTS (AID 690). inhibition, % at 20 µM, or IC50 in µM where a hit was titrated. purified PLAP, luminescent substrate; higher % means a stronger effect. 0.08% of 96,000 active; in the data active = a potency from the dose series; inactive = the rest, 99 in 100 with inhibition below about 30%; also: strong numbers were not always called active
# MRP resist rev cytotoxicity: recorded beside MRP resist rev, whose call it bears; viability, %; H69AR cells, CellTiter-Glo, 72 h; measured here: cytotoxicity without doxorubicin
# MRP resist rev with doxorubicin: also measured in MRP resist rev; calls as there; viability, %; measured here: viability with 2 uM doxorubicin; hits give low values
# IL1B NFkB inh cell count 2 µM: recorded beside IL1B NFkB inh, whose call it bears; cell count; measured here: cells passing quality filter;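 raw number of nuclei counted in each imaged well without normalization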
# NFkB transloc pot cell count 2 µM: also measured in NFkB transloc pot; calls as there; cell count; measured here: cells passing quality filter
# * = called active by the depositor; x = not tested or not shown. An excerpt; the hit share may differ from the screen's.
nr	SMILES	NFkB transloc pot	MRP resist rev cytotoxicity	MRP resist rev	IL1B NFkB inh	IL1B NFkB inh cell count 2 µM
1	O=C(CSc1nc(-c2ccccc2)c(-c2ccccc2)[nH]1)Nc1nccs1	-11	x	x	11	94
2	O=C(NCc1cccs1)c1cc(C2CC2)on1	9	90	-6	-10	60
3	CC(=O)N1CN(CCCn2ccnc2)Cc2c1sc1c2CCCC1	21	91	-5	-20	163
4	CCOC(=O)CC1NC(=O)c2ccccc21 (stereo not drawn)	-2	92	3	2	164
5	O=C(C#Cc1ccccc1)c1cccc([N+](=O)[O-])c1	-1	1	1	1	119
6	Cc1ccc(CNC(=O)COC(=O)c2ccc(S(=O)(=O)N3CCCC3)cc2)cc1	0	x	x	0	172
7	Cc1ccc(Cn2ccc(NC(=O)c3cc(-c4ccc(Br)cc4)on3)n2)cc1	11	82	-11	-11	99
8	CCN1CCN(CC(=O)Nc2cc(F)ccc2C)CC1	22	94	8	-22	153
9	CCOC(=O)/C(C#N)=C/c1cc(C)n(-c2ccccc2)c1C	24	62	9	-24	56
10	O=C(COc1ccc2ccccc2c1)NCCNC(=O)COc1ccc2ccccc2c1	3	86	-3	-3	192
11	CCCCNC(=O)NS(=O)(=O)c1ccc(C(=O)OC(C)C)o1	7	98	-8	-7	140
12	CCCc1cc(=O)[nH]c(SCc2cc(C(=O)OC)c(C)o2)n1	12	94	-1	-12	157

nr	MRP resist rev with doxorubicin	PLAP inhibition	Bcl-B displacement	NFkB transloc pot cell count 2 µM
1	x	-23%	14%	94
2	96	5%	-1%	60
3	97	-14%	-3%	163
4	89	-8%	1%	164
5	1	-1%	5%	119
6	x	0%	-1%	172
7	93	0%	7%	99
8	86	5%	-3%	153
9	53	16%	5%	56
10	89	53%	-81%	192
11	106	15%	-1%	140
12	95	-37%	2%	157

# Complete entries, quoted from the list.
# CCOC(=O)CC1NC(=O)c2ccccc21 (stereo not drawn) is listed with NFkB transloc pot: -2; MRP resist rev cytotoxicity: 92; MRP resist rev: 3; IL1B NFkB inh: 2; IL1B NFkB inh cell count 2 µM: 164; MRP resist rev with doxorubicin: 89; PLAP inhibition: -8%; Bcl-B displacement: 1%; NFkB transloc pot cell count 2 µM: 164
# O=C(COc1ccc2ccccc2c1)NCCNC(=O)COc1ccc2ccccc2c1 is listed with NFkB transloc pot: 3; MRP resist rev cytotoxicity: 86; MRP resist rev: -3; IL1B NFkB inh: -3; IL1B NFkB inh cell count 2 µM: 192; MRP resist rev with doxorubicin: 89; PLAP inhibition: 53%; Bcl-B displacement: -81%; NFkB transloc pot cell count 2 µM: 192
# Cc1ccc(CNC(=O)COC(=O)c2ccc(S(=O)(=O)N3CCCC3)cc2)cc1 is listed with NFkB transloc pot: 0; MRP resist rev cytotoxicity: x; MRP resist rev: x; IL1B NFkB inh: 0; IL1B NFkB inh cell count 2 µM: 172; MRP resist rev with doxorubicin: x; PLAP inhibition: 0%; Bcl-B displacement: -1%; NFkB transloc pot cell count 2 µM: 172

# (further entries)
nr	SMILES	NFkB transloc pot	MRP resist rev cytotoxicity	MRP resist rev	IL1B NFkB inh	IL1B NFkB inh cell count 2 µM
13	CCCn1c2c(c(O)c(C(=O)Nc3ccc(OCC)cc3)c1=O)CCCC2	1	72	-7	-1	103
14	CS(=O)(=O)N(CC(=O)NC1CCCC1)Cc1ccc(Cl)cc1	6	93	5	-6	169
15	Cc1nn(C)cc1C(C(=O)NC1CCCCC1)N(C(=O)Cc1cccs1)c1ccc(C(C)C)cc1 (stereo not drawn)	3	x	x	-3	140
16	O=C1NCCCC2c3c(cc(Br)c(O)c3Br)OC12N1CCOCC1 (stereo not drawn)	8	100	1	-8	113
17	O=C(NC1CCCCCC1)c1c(O)c2ccccc2[nH]c1=O	7	78	11	-7	103
18	CCn1c(SCC(=O)N2CCC(C)CC2)nnc1-c1ccc(S(=O)(=O)N2CCN(C)CC2)cc1	9	86	8	-9	69
19	Cc1ccc(C2CC(c3ccc(F)cc3)Nc3nc(N)nn32)cc1 (stereo not drawn)	x	56	-35	x	x
20	CCCC(=O)NC(=S)Nc1c(C)cc(Br)cc1C	-2	x	x	2	187
21	COc1ccc(N(CC(=O)NCc2cccs2)S(=O)(=O)c2c(C)nn(C)c2C)cc1	7	102	17	-7	69
22	O=C(O)CCC(=O)N1CCc2cc(S(=O)(=O)NCc3cccs3)ccc21	-16	88	8	16	110
23	CN1C(=O)N2CN(C3CCCCC3)CN3C(=O)N(C)C1C23 (stereo not drawn)	8	75	-23	-8	177
24	O=c1oc2ccc(Br)cc2cc1-c1nc2ccccc2o1	-15	86	6	15	78

nr	MRP resist rev with doxorubicin	PLAP inhibition	Bcl-B displacement	NFkB transloc pot cell count 2 µM
13	79	12%	-4%	103
14	87	-49%	-8%	169
15	x	-32%	2%	140
16	99	2%	3%	113
17	66	-3%	8%	103
18	78	-62%	-2%	69
19	90	-9%	0%	x
20	x	x	x	187
21	85	-30%	-4%	69
22	81	-21%	7%	110
23	98	17%	-1%	177
24	80	10%	10%	78

nr	SMILES	NFkB transloc pot	MRP resist rev cytotoxicity	MRP resist rev	IL1B NFkB inh	IL1B NFkB inh cell count 2 µM
25	c1ccc2c(-c3nn4nnnc4c4ccccc34)cccc2c1	-3	65	-5	3	132
26	CC(C)Oc1cccc(C(=O)Nc2ccc(NC(=O)c3ccco3)cc2)c1	-4	68	11	4	114
27	COCc1cc(C)nc(OCC(=O)N/N=C/c2ccc(-c3cc([N+](=O)[O-])ccc3C)o2)c1C#N	-8	x	x	8	126
28	O=C(NCCCN1CCOCC1)c1ccc(Br)cc1	-4	104	8	4	73
29	N#C/C(=C(/O)CN1CCCCC1)c1nc(-c2ccc(Cl)cc2)cs1	14	x	x	-14	127
30	O=c1onc(-c2cccs2)n1Cc1ccccc1	1	96	7	-1	154
31	COc1ccc(CC(=S)N2CCOCC2)cc1	15	x	x	-15	181
32	CCOC(=O)N1CCN(C(=O)CSc2nnc(-c3ccccc3OC)o2)CC1	-4	53	-30	4	136
33	CCn1c(SCC(=O)c2[nH]c(C)c(C(C)=O)c2C)nnc1-c1cccs1	9	82	12	-8	107
34	CC(=O)c1cc2c(cc1NC(=O)CN1CCCCCCC1)OCO2	22	86	16	-22	171
35	CCCCOC(=O)/C(=C\c1ccc([N+](=O)[O-])o1)NC(=O)c1ccccc1	0	104	40	0	136
36	CCOC(=O)CC1ON(C)C(=O)N1c1ccc(Cl)cc1Cl (stereo not drawn)	7	94	2	-7	85

nr	MRP resist rev with doxorubicin	PLAP inhibition	Bcl-B displacement	NFkB transloc pot cell count 2 µM
25	70	6%	0%	132
26	57	1%	-3%	114
27	x	-55%	16%	126
28	95	9%	7%	73
29	x	-4%	-2%	127
30	88	9%	5%	154
31	x	19%	3%	181
32	83	-61%	12%	136
33	70	-19%	2%	107
34	69	-21%	-6%	171
35	64	x	x	136
36	91	-22%	-12%	85

nr	SMILES	NFkB transloc pot	MRP resist rev cytotoxicity	MRP resist rev	IL1B NFkB inh	IL1B NFkB inh cell count 2 µM
37	Cc1cc(S(=O)(=O)Nc2cccc(O)c2)c(C)s1	16	108	18	-16	84
38	CC1CCC(NC(=O)c2ccc(N3CCCC3=O)cc2)CC1 (stereo not drawn)	13	105	-1	-13	116
39	CCC(=O)N1CCNC(=O)C1CC(=O)Nc1ccc(C)c(Cl)c1 (stereo not drawn)	-7	91	-7	7	99
40	O=C(NCCc1ccccc1)c1ccc(NC2=NC3CS(=O)(=O)CC3S2)cc1 (stereo not drawn)	-1	x	x	1	161
41	Brc1ccc(Oc2nsnc2N2CCOCC2)cc1	0	113	22	0	94
42	Cc1ccc2c(c1)NC(=O)C(CC(=O)NCCCN1CCc3ccccc3C1)O2 (stereo not drawn)	-2	73	2	2	193
43	Cn1nc(-c2ccc(Cl)cc2)c2cc(C(=O)NCCCN3CCCC3)sc21	9	1	-1	-9	196
44	Clc1ccccc1Cn1nnc2c(NCCN3CCOCC3)ncnc21	x	102	9	x	x
45	O=C(Cc1ccc(Cl)cc1)Nc1ccccc1N1CCOCC1	-2	83	1	2	176
46	Nc1nc2n(n1)C(c1ccco1)CC(c1ccc(Cl)c(Cl)c1)N2 (stereo not drawn)	3	90	6	-3	121
47	Cc1ccc(C)c(C(=O)CC2(O)C(=O)Nc3ccccc32)c1 (stereo not drawn)	4	78	-7	-4	86
48	O=C(CN1C(=O)c2ccccc2C1=O)Nc1ccccc1C(=O)NC1CCCCC1	-7	85	9	-2	121

nr	MRP resist rev with doxorubicin	PLAP inhibition	Bcl-B displacement	NFkB transloc pot cell count 2 µM
37	90	-23%	-6%	84
38	106	-5%	-2%	116
39	98	-11%	-3%	99
40	x	8%	13%	161
41	91	-30%	2%	94
42	71	-36%	10%	193
43	2	-64%	4%	196
44	93	-31%	0%	x
45	82	7%	-3%	176
46	84	-26%	-3%	121
47	86	18%	6%	86
48	75	27%	-7%	53

nr	SMILES	NFkB transloc pot	MRP resist rev cytotoxicity	MRP resist rev	IL1B NFkB inh	IL1B NFkB inh cell count 2 µM
49	Cc1cccc(NC(=S)NC2CC3CCCC(C2)N3Cc2cccs2)c1 (stereo not drawn)	33	x	x	-33	120
50	CCNc1nc2c(c(=O)[nH]c(=O)n2C)n1Cc1ccc(F)cc1	-11	x	x	11	66
51	CCc1ccc(N2CC(C(=O)OCC(=O)NC3CCS(=O)(=O)C3)CC2=O)cc1 (stereo not drawn)	-24	93	0	24	13
52	O=C(Nc1ncc(Cc2ccccc2Cl)s1)C1CCCO1 (stereo not drawn)	-3	92	14	3	175
53	Oc1ccc2ccccc2c1/C=N/c1nccs1	0	85	-1	0	193
54	COc1ccccc1N1CCN(C(=O)CSc2ccccc2)CC1	19	119	14	-19	152
55	COc1ccc(S(=O)(=O)N2CCCN(CC(=O)Nc3ccc4c(c3)OCO4)CC2)cc1	3	51	-13	-3	153
56	NC1=C(c2ccc(F)cc2)C(=O)CS1	x	88	12	x	x
57	CCN(CC)S(=O)(=O)c1ccc(O)c(C(=O)OCC(=O)N(C)Cc2ccccc2)c1	-2	89	10	2	141
58	COC(=O)c1ccc(C(=O)OC)c(NC(=O)c2cnc3n(c2=O)CCS3)c1	6	90	31	-6	161
59	CCOC(=O)CC1=C(C(=O)OCC)C(c2cccnc2)C(C#N)=C(N)O1 (stereo not drawn)	23	84	0	-23	61
60	CCOc1ccc2[nH]c(C)c(CN3CCN(CC)CC3)c(=O)c2c1	-7	94	6	7	100

nr	MRP resist rev with doxorubicin	PLAP inhibition	Bcl-B displacement	NFkB transloc pot cell count 2 µM
49	x	-53%	2%	120
50	x	-13%	-2%	66
51	93	x	x	13
52	79	x	x	175
53	85	-9%	-4%	193
54	105	-26%	-15%	152
55	64	-24%	-3%	153
56	75	-48%	-8%	x
57	79	-3%	2%	141
58	59	x	x	161
59	85	15%	-1%	61
60	88	-25%	-1%	100

# Part of the list above, reduced to PLAP inhibition and NFkB transloc pot cell count 2 µM.
item	SMILES	PLAP inhibition	NFkB transloc pot cell count 2 µM
8	CCN1CCN(CC(=O)Nc2cc(F)ccc2C)CC1	5%	153
24	O=c1oc2ccc(Br)cc2cc1-c1nc2ccccc2o1	10%	78
42	Cc1ccc2c(c1)NC(=O)C(CC(=O)NCCCN1CCc3ccccc3C1)O2 (stereo not drawn)	-36%	193
51	CCc1ccc(N2CC(C(=O)OCC(=O)NC3CCS(=O)(=O)C3)CC2=O)cc1 (stereo not drawn)	x	13
31	COc1ccc(CC(=S)N2CCOCC2)cc1	19%	181
41	Brc1ccc(Oc2nsnc2N2CCOCC2)cc1	-30%	94

# Compound activity (PubChem BioAssay)
